PV pol inh = inhibitors of poliovirus RNA polymerase binding and polymerization; P03300; 150,000 tested, 0.66% active; % elongation, % (compound at 16.7 µg/mL); poliovirus polymerase elongation, fluorescence polarization; stronger effect = lower value; in the data active = % elongation below about 90%; note: some results filed as inactive read as strong as hits
Target sequence (P03300 1749-2209 limits assumed): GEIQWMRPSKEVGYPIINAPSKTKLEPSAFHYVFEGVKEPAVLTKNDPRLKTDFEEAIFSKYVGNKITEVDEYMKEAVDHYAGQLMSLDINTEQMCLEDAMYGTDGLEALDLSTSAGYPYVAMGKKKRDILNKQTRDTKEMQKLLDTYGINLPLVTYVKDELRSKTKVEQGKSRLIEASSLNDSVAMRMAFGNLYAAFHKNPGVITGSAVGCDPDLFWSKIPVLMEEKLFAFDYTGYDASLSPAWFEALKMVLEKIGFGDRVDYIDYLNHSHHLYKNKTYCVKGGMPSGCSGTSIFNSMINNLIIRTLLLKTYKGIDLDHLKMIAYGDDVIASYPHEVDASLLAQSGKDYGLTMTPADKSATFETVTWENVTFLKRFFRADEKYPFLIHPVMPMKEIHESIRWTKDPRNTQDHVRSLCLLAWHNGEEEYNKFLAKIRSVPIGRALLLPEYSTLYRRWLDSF
PV pol inh FP z-score = recorded beside PV pol inh, whose call it bears; z-score; measured here: FP z-score; hits read low
* hit, by the source's call; & = joins results of further samples.

Every second line gives: PV pol inh	PV pol inh FP z-score
CCCOc1ccc(CN(C(=O)c2nc(SC(C)C)ncc2Cl)C2CCS(=O)(=O)C2)cc1 (centres undefined)
→ 109	0.4
CC(=O)Nc1cccc(SC(F)(F)F)c1
→ 99	-0.4
O=C(Nc1ccc2nn(-c3ccccc3)nc2c1)C(F)(F)F
→ 102	0
Cc1ccc2nc(NC(=O)c3cccs3)sc2c1
→ 102&103	0.1&0.2
Nc1cc(C(F)(F)F)ccc1OCc1ccccc1
→ 104	0.2
O=C(Cn1ccn(-c2ccc(F)cc2)c(=O)c1=O)Nc1ccc(F)cc1
→ 108	0.3
N#Cc1ccccc1COc1ccccc1C(N)=O
→ 98	-0.7
COc1cccc(-n2c(-c3cccc(S(=O)(=O)N(C)C)c3)n[nH]c2=S)c1
→ 99	-0.5
COc1ccc(C)c2sc(NC(=O)c3ccc(S(=O)(=O)N(C)C)cc3)nc12
→ 112	1.1
CC(C)N(C(=O)CSc1nnc2sc3ccccc3n12)C(C)C
→ 100	-0.5

Further results follow.
Every second line gives: PV pol inh	PV pol inh FP z-score
COc1ccc(C(O)c2nccn2C)cc1 (centres undefined)
→ 102	0.7
Cc1nc2c(c(C)nn2C(C)(C)C)c(C)c1CCC(=O)Nc1ccccc1
→ 101	-0.3
CN(C)CC(O)C12CC3CC(CC(C3)C1)C2 (centres undefined)
→ 101	-0.5
COc1cccc(N2CC(NC(=O)/C=C\c3ccccc3)CC2=O)c1 (centres undefined)
→ 105	-0.4
O=C(COC(=O)c1ccc(Br)o1)NCc1ccccc1
→ 99	-1.3
CCc1cccc(NC(=S)N(C2CCCCC2)C(C)c2cccs2)c1 (centres undefined)
→ 104	1.2
COC(=O)C1C(=O)C=C(Nc2cc(OC)ccc2OC)CC1c1ccc(OC)cc1 (centres undefined)
→ 103	-0.2
COc1cccc(OCCSc2nc3ccccc3n2CC(=O)N2CCOCC2)c1
→ 107	-0.1
COc1cc(NC(C)C(=O)N(C)c2ccccc2)cc(OC)c1OC (centres undefined)
→ 104	0.1
Cc1cc(=O)[nH]c(SCc2nnc(-c3ccccc3)o2)n1
→ 102	0.1

New compounds follow
Every second line gives: PV pol inh	PV pol inh FP z-score
O=C(Cn1c(=O)n(Cc2ccco2)c(=O)c2sc3ccccc3c21)Nc1ccccc1
→ 101	0.5
CCCn1ccc(C(=O)O)n1
→ 102	0.1
Nc1cccc(C(=O)Nc2ccccc2N)c1
→ 100	-0.1
O=C1c2ccccc2C(=O)N1CCSc1ccccc1
→ 100	-0.5
CCO/C=N/c1oc(C)c(C)c1C#N
→ 92	-5
COc1ccc(CC(=O)OCC(=O)c2ccccc2)cc1OC
→ 101	-0.3
CC(C)c1nc2ccccc2n1CC(=O)N(c1ccccc1)C(C)C
→ 105	1.2
Cc1noc(/C=C/N(C)C)c1S(=O)(=O)N1CCCC(C(=O)Nc2cccc(F)c2)C1 (centres undefined)
→ 107	0.7
O=C(CCCn1sc2ccccc2c1=O)NC1CCCc2ccccc21 (centres undefined)
→ 107	1.3
Cc1c(C(=O)Nc2ccc(F)cc2)oc2ccc3c(c12)C(=O)CC(C)(C)O3
→ 104	1

More entries follow:
Every second line gives: PV pol inh	PV pol inh FP z-score
CN1C(=O)Cc2cc(S(=O)(=O)CCC(=O)N3CCN(c4cccc(Cl)c4)CC3)ccc21
→ 107	0
CC(C)C(NC(=O)Nc1ccc(Cl)cc1)C(C)C
→ 100	-0.1
Cc1cc(C)c(-c2csc(-c3cc4ccccc4oc3=O)n2)cc1C
→ 106	0.3
COc1ccc(OC)c(NC(=O)CSc2nnc(CNc3ccc(C)cc3C)n2CC2CCCO2)c1 (centres undefined)
→ 103	0.2
COc1ccccc1C(=O)Nc1ccccc1OCc1cc(=O)n2cc(C)sc2n1
→ 108	0.1
CC(C)n1c(O)c(N=NC(=O)c2ccc3c(c2)OCO3)c2ccccc21
→ 106	0.6
S=c1[nH]nc(-c2ccc(Cl)cc2)n1C1CCCCC1
→ 102	0.7
COc1cc2[nH]c(=O)n(CCCC(=O)N3CCN(c4cccc(Cl)c4)CC3)c(=O)c2cc1OC
→ 102	0.3
CC(C)CC(=O)OCc1ccc(Cl)c(Cl)c1
→ 102	0.2
CN1CCCN(C(=O)c2ccccc2OCc2ccccc2)CC1
→ 102	0

Remaining list, next part
Every second line gives: PV pol inh	PV pol inh FP z-score
CCOc1ccccc1CNC(=O)CN(c1ccc(C)cc1)S(=O)(=O)N(C)C
→ 108	0.3
Cc1ccc(-c2nnn3c2nc(NCC(C)c2ccccc2)c2ccccc23)cc1 (centres undefined)
→ 104	-0.1
Cc1cccc(-n2c(C)nc3cc(C(=O)NCCC4=CCCCC4)ccc32)c1
→ 108	0
CCOc1ccc(N(CC)c2nc(-c3cc(OC)ccc3OC)no2)cc1
→ 100	-0.4
CC(C)(CC(=O)O)CC(=O)Nc1ccc(F)cc1
→ 104	0.4
O=C1Nc2cc(C(=O)N3CCN(c4ccccn4)CC3)ccc2S/C1=C\c1ccccc1
→ 102	0.6
N#Cc1ccc(NC(=O)CCC(=O)c2cccs2)cc1
→ 83*	-2.3*
CN(Cc1ccccc1)C(=O)c1cccc(-c2nnc(-c3ccccc3)o2)c1
→ 102	0.9
CCOc1cc2[nH]c(=O)n(CCCCC(=O)N3CCN(c4ccc(OC)cc4)CC3)c(=O)c2cc1OCC
→ 109	0.3
c1ccc(NC2=NCCCCS2)cc1
→ 104	0.8

(continued)
Every second line gives: PV pol inh	PV pol inh FP z-score
CCCCNc1cc(N2CCN(C3CCCCC3)CC2)c2noc3c2c1C(=O)c1ccccc1-3
→ 132	3.3
CCc1ccc(NC(=O)CSc2nc3nc(C)cc(C)n3n2)cc1
→ 101	-1.1
COC(=O)c1[nH]c2ccccc2c1C(Nc1ccc(C(=O)O)cc1)c1ccccc1 (centres undefined)
→ 107	2.5
O=C(NC1CCCCC1)c1ccc2c(c1)sc1nc(-c3ccccc3)cn12
→ 104	-0.4
Cc1ccc(C(=O)Nc2nnc(S(=O)(=O)N(C)Cc3ccc(F)cc3)s2)cc1
→ 107	0.2
Cn1c(=O)c2c(SCC(=O)N3CCc4ccccc43)nc(-c3ccccc3Cl)nc2n(C)c1=O
→ 101	-1.6
O=C(Nn1cnc2c(cnn2-c2ccccc2)c1=O)C1CCCC1
→ 98	-0.1
CCOC(=O)c1c(NC(=O)c2ccc(C)cc2)sc2c1CCCCC2
→ 104	0.2
O=C(O)Cc1cn(-c2ccccc2)nc1-c1cccs1
→ 99	-1.1
O=C(COc1ccc(Cl)cc1)Nc1ccc(Cl)cc1C(=O)c1ccccc1
→ 100	-0.4

(further entries)
Every second line gives: PV pol inh	PV pol inh FP z-score
COCCNS(=O)(=O)c1c(C)nc2sccn2c1=O
→ 102	0.2
CCc1cccc(NC(=O)C(Cc2ccccc2)n2cccc2)c1 (centres undefined)
→ 103	-0.3
Cc1ccc(-n2c(=O)c3c(cnn3C)n(CC(=O)Nc3cccc(C)c3)c2=O)cc1
→ 103	-0.5
CCOC(=O)c1oc2c(c1C)-c1nn(Cc3ccc(Cl)cc3)cc1CC2
→ 106	-0.3
COC(=O)C1OC=C(C)C2CN3CCC4c5ccccc5NC4CC3CC21 (centres undefined)
→ 100	-0.3
Cc1ccc(C(=O)OCC(=O)c2cccc(Cl)c2)s1
→ 102	0.2
COc1cccc(-c2cn3c(n2)sc2cc(C(=O)NCCc4ccc(OC)c(OC)c4)ccc23)c1
→ 105	-0.1
Cc1ccc(N2C(=O)C(C)N=C2N2CCN(c3ccccc3)CC2)cc1 (centres undefined)
→ 100	-0.4
Cc1cc(C)c(-n2nnnc2SCC(=O)c2cc3ccccc3o2)c(C)c1
→ 102	0.2
Cc1ccc(C)c(N2CCN(S(=O)(=O)c3ccc4c(c3)n(C)c(=O)c(=O)n4C)CC2)c1
→ 104	-0.1

Next records follow.
Every second line gives: PV pol inh	PV pol inh FP z-score
Cc1ccc(NS(C)(=O)=O)c(C)c1
→ 104	0.6
Cc1ccc(C(=O)CSc2nnc3nc(C)cc(C)n23)cc1
→ 107	0.4
Cc1ccc(OC(=O)CCC(=O)Nc2cccc(C#N)c2)cc1
→ 102	-0.2
COC(=O)c1c(-c2c(Cl)cccc2Cl)noc1NC(=O)NCc1cccs1
→ 102	0.2
CCOC(=O)Cc1c(SC)c2ccccc2n1C
→ 101	-0.3
O=C(CNC(=O)C(c1ccccc1)c1ccccc1)NC1CCCCC1
→ 105	0.3
CCSc1n[nH]c(-c2cccs2)n1
→ 95	-0.6
CC(NS(=O)(=O)c1ccccc1)c1nc(-c2ccccc2)no1 (centres undefined)
→ 103	0.4
Cc1noc(/C=C/c2cccs2)c1S(=O)(=O)N1CCCC(C(=O)NCC2CCCO2)C1 (centres undefined)
→ 100	-1.2
CC1CCN(C(=O)Cn2cc(C(=O)C3CC3)c3ccccc32)CC1
→ 101	0.2

More compounds follow.
Every second line gives: PV pol inh	PV pol inh FP z-score
O=C(Cc1ccc2c(c1)CCCC2)N1CCN(c2ncccn2)CC1
→ 94	-0.9
COc1ccc(NC(=O)CC2C(=O)N(c3ccccc3)C(=O)N2CCC2=CCCCC2)cc1 (centres undefined)
→ 101	-0.5
COC(=O)c1cc(C)nc2c1c(=O)nc(SCc1ccccc1C)n2C1CC1
→ 106	-0.5
O=C(CC1Sc2ccccc2NC1=O)OCc1nc2scc(-c3ccco3)c2c(=O)[nH]1 (centres undefined)
→ 124	2.8
CC1(C)CC(NC2CCCCC2)CC(C)(C)N1
→ 102	-0.1
CN(Cc1ccccc1)C(=O)CSc1ncnc2ccccc12
→ 100	-0.8
O=C(O)CNC(=O)c1cccc(Br)c1
→ 100	0
CCOC(=O)N1CCN(C(=O)CCn2nc(-c3ccc(Cl)cc3)ccc2=O)CC1
→ 104	1.2
O=C(CSc1nc(-c2cccs2)nc2ccccc12)N1CCNC1=O
→ 100	-0.4
CCOC(=O)C1=C(CN2CCCCC2)NC(=O)NC1c1ccc(OC)cc1 (centres undefined)
→ 106	-0.3

Other records:
Every second line gives: PV pol inh	PV pol inh FP z-score
O=C1COc2ccc(C(=O)COC(=O)c3cc(S(=O)(=O)NCc4ccccc4)ccc3O)cc2N1
→ 102	0
Cc1cn2c(=O)cc(COc3ccc(NC(=O)c4ccccc4C)cc3)nc2s1
→ 111	1
CC(C)NS(=O)(=O)c1ccc(NC(=O)C2CC2C)cc1 (centres undefined)
→ 102	-0.1
COc1ccc(Nc2nnc(-c3cc4cc(Cl)ccc4oc3=O)s2)cc1
→ 104	0.2
CCC1CCCCN1C(=O)COC(=O)c1c2c(nc3ccccc13)CCC2 (centres undefined)
→ 103	0
Cc1cc(-n2c(C)cc(C(=O)CSc3nc4ccccc4o3)c2C)no1
→ 98	-0.7
S=C(NCc1ccccc1)NN1CCCCC1
→ 105	0.3
COc1ccc(CCNC(=O)C2CCN(c3nc4ccccc4nc3C(F)(F)F)CC2)c(OC)c1
→ 105	-0.4
CN(C)Cc1cc(C=NC2CCCCC2)c(S)s1
→ 109	0.6
O=C(Nc1ccc2c(c1)OCO2)c1ccc2c(c1)C(=O)N(C1CCCCC1)C2=O
→ 100	0.1

Grouped by structure: the entries above containing fluorine (9)
Every second line gives: PV pol inh	PV pol inh FP z-score
CC(=O)Nc1cccc(SC(F)(F)F)c1
→ 99	-0.4
O=C(Nc1ccc2nn(-c3ccccc3)nc2c1)C(F)(F)F
→ 102	0
Nc1cc(C(F)(F)F)ccc1OCc1ccccc1
→ 104	0.2
O=C(Cn1ccn(-c2ccc(F)cc2)c(=O)c1=O)Nc1ccc(F)cc1
→ 108	0.3
Cc1noc(/C=C/N(C)C)c1S(=O)(=O)N1CCCC(C(=O)Nc2cccc(F)c2)C1 (centres undefined)
→ 107	0.7
Cc1c(C(=O)Nc2ccc(F)cc2)oc2ccc3c(c12)C(=O)CC(C)(C)O3
→ 104	1
CC(C)(CC(=O)O)CC(=O)Nc1ccc(F)cc1
→ 104	0.4
Cc1ccc(C(=O)Nc2nnc(S(=O)(=O)N(C)Cc3ccc(F)cc3)s2)cc1
→ 107	0.2
COc1ccc(CCNC(=O)C2CCN(c3nc4ccccc4nc3C(F)(F)F)CC2)c(OC)c1
→ 105	-0.4

The listing continues:
Every second line gives: PV pol inh	PV pol inh FP z-score
CCOC(=O)c1ccc(NC(=O)C(CC)Sc2nc3ncccc3o2)cc1 (centres undefined)
→ 105	-0.3
CCc1ccc(C(=O)C(C)Sc2nncs2)cc1 (centres undefined)
→ 103	0.1
O=C(c1ccccc1)C1CN2CCC1CC2 (centres undefined)
→ 106	0.5
CCn1c(SCc2cccc(C(=O)O)c2)nnc1-c1ccco1
→ 105	1.3
CN1C(C(=O)NC2CCCC2)=CC(c2cccs2)=NS1(=O)=O
→ 103	0.2
CCCCN(C)C(=O)c1ccc2c(c1)N(CC)C(=O)c1ccccc1S2=O (centres undefined)
→ 100	-0.7
CN(C)S(=O)(=O)c1ccc(C(=O)OC2CCOC2=O)cc1 (centres undefined)
→ 106	0.8
COc1ccc(S(=O)(=O)N(C)C2CCCCC2)cc1
→ 98	-1.4
N#C/C(=C\N1CCN(c2ccccc2)CC1)S(=O)(=O)c1ccccn1
→ 106	1.1
Cc1cc(-c2ccccc2)nn1C(CC(=O)O)C(=O)O (centres undefined)
→ 102	0.1

The list goes on.
Every second line gives: PV pol inh	PV pol inh FP z-score
COc1ccccc1Oc1ncnc2c1oc1ccccc12
→ 105	0.2
NNC(=O)c1cccc(S(=O)(=O)Nc2ccccc2Cl)c1
→ 102	-0.1
CCN(CC)C(=O)c1ccc(CS(=O)c2cccc(Cl)c2)o1 (centres undefined)
→ 103	0.5
O=C1C(=O)N(c2ccccn2)C(c2ccccc2)/C1=C(/O)c1ccccc1 (centres undefined)
→ 99	-0.2
O=C(O)c1cccnc1Sc1ccccc1Cl
→ 125	4.1
COc1ccc2oc(=O)c(C(=O)NCCN3CCOCC3)cc2c1
→ 100	-0.4
COc1ccccc1NS(=O)(=O)c1cccc(C(=O)N/N=C/c2ccc(C)o2)c1
→ 102	0.2
CCn1c(C)nc2cc(C(=O)OCCC(F)(F)F)ccc21
→ 107	0.3
COc1ccc(C2C(=O)N(C3CCCCCC3)CC(=O)N2CCc2ccc(OC)c(OC)c2)cc1 (centres undefined)
→ 111	0.5
Cc1cc(C)c(NC(=O)c2cc(CN3CCOCC3)on2)c(C)c1
→ 97	-2.2
O=C1CS/C(=C/c2nc3ccccc3[nH]2)N1
→ 99	-1.2
Cc1cc(C)c(C#N)c(N2CCN(CCOc3ccc(Cl)cc3)CC2)n1
→ 98	-1.2
CN(Cc1ccccc1)Cc1ccccc1O
→ 101	0.3

Source: PubChem

Not all compounds are listed; the hit share may differ from the screen's.
